Bioassay records (PubChem)
All columns: NCI-60 one-dose screen, growth in % after 48 h at 10 µM unless noted; 100 = growth as untreated, 0 = no growth, -100 = all killed.
UO-31: UO-31 renal cancer; hit rate 5.2% among 81,000; AID 1794768
SN12C: SN12C renal cancer cells; AID 1794767; hit rate 3.8% among 81,000
PC-3: PC-3 prostate cancer cells; hit rate 3.9% among 80,000
SF-539: SF-539 CNS cancer | hit rate 6.8% among 81,000
SF-268: SF-268 CNS cancer cells | AID 1794759 | hit rate 3.1% among 82,000
U251: U251 CNS tumor cells; AID 1794753; hit rate 5.4% among 80,000
SF-295: SF-295 CNS cancer cells; hit rate 5.6% among 79,000
786-0: 786-0 renal cancer cells; hit rate 5.1% among 81,000
DU-145: DU-145 prostate cancer; hit rate 4.2% among 81,000; AID 1794760
* marks the source's active call; other numbers are inactive results; nt = no result given; & = joins results of further samples. Rule for the calls: active = growth percent below 10; inactive = the rest.

SMILES	UO-31	SN12C	PC-3	SF-539	SF-268	U251	SF-295	786-0	DU-145
COc1cc(/C=C/c2nnc(-c3cc(-c4ccc(F)c(F)c4)n[nH]3)o2)cc(OC)c1OC	84	84	79	91	112	91	nt	99	105
CC(=O)OC1Oc2ccc(C)cc2-c2oc(=O)c([Se]c3ccccc3)cc21 (stereo unspecified)	103	113	108	106	254	108	131	105	187
O=[N+]([O-])c1cc(OCc2ccccc2)c(OCc2ccccc2)c(OCc2ccccc2)c1	85	100	87	80	96	99	86	92	98
CC(C)Sc1nc(-c2ccc(OCc3ccccc3)cc2)c(C#N)c(=O)[nH]1	58	93	98	96	104	79	79	69	103
CCCC(=O)N1CCCCC1CC (stereo unspecified)	108	105	93	88	nt	92	nt	104	106
CC(C)(C)[Si](C)(C)OC1[C@@H](CNC(=O)NC(N)=O)O[C@@H](n2cnc3c(NC(=O)Nc4ccccc4)ncnc32)[C@H]1O[Si](C)(C)C(C)(C)C (stereo partly specified)	69	81	40	99	76	89	90	84	96
CC(C)CC(C(=O)O)N1C(=O)/C(=C\c2ccc(-c3ccc(Cl)cc3)o2)SC1=S (stereo unspecified)	79	99	nt	93	101	96	107	104	109
Cc1[nH]nc2c1C(c1cn[nH]c1-c1ccc(F)cc1)C(C#N)=C(N)O2 (stereo unspecified)	69	97	55	83	108	92	78	108	109
N#Cc1c(C#N)c(SSc2c(C#N)c(C#N)c(N)n2-c2ccccc2)n(-c2ccccc2)c1N	81	99	49	103	112	114	115	101	115
CCCN1C(=O)/C(=C2\SC(=Nc3ccccc3)N(Nc3ccccc3)C2=O)c2ccccc21	70	90	76	96	87	88	94	103	98
CC(C)(C)CC(C)(C)n1nnnc1C(Nc1nccs1)c1cc2cccc3ccc4cccc1c4c32 (stereo unspecified)	88	99	97	93	95	98	95	102	107
Nc1nnc(CSc2nc3ccccc3c(=O)n2CCc2ccccn2)s1	95	96	103	106	118	102	103	98	107
Cc1ccnc(NC(c2cccc(OCc3ccccc3)c2)c2ccc3cccnc3c2O)c1 (stereo unspecified)	89	98	86	104	110	94	114	92	113
Cc1cc(C)c([N+](=O)[O-])c(O)c1	nt	101	88	98	110	103	107	nt	119
CC(O)CNCC(C)(C)N (stereo unspecified)	87	97	98	93	105	nt	94	94	112
Cc1cccc(C)c1NC=O	106	105	102	114	100	97	98	98	106
CC(c1ccccc1)N1C(=O)/C(=C/c2csc(C#N)n2)SC1=S (stereo unspecified)	65	93	91	93	101	94	103	91	88
CCCCCCCCCCCCCCNC(=O)C(C)O (stereo unspecified)	73	93	80	93	119	96	nt	98	117
Nc1n[nH]c2cccc(C#Cc3cccc(C(=O)Nc4cccc(C(F)(F)F)c4)c3)c12	37	67	72	39	56	73	82	91	75
COc1cc2nc(CCC(=O)Nc3cc(Cl)cc(Cl)c3)c(CC(=O)Nc3cc(Cl)cc(Cl)c3)cc2c(OC)c1OC	85	100	94	90	100	98	103	94	104
O=Cc1cn(-c2ccc(C(=O)O)cc2)nc1-c1ccc(C(=O)O)cc1	90	108	89	103	105	101	110	99	111
CCNC(=O)c1ccccc1S(C)=O (stereo unspecified)	95	104	106	94	108	102	110	94	108
NC(=O)C1CC2(C1)CC(C(N)=O)C2 (stereo unspecified)	94	103	nt	114	100	103	101	109	109
COc1ccccc1/C=N\NC(=S)Nc1ccc(F)cc1	62	81	83	73	92	62	nt	94	99
COc1ccc2cc(/C=C3\N=C(c4cc(OC)c(OC)c(OC)c4)OC3=O)c(OC)nc2c1	96	94	94	101	98	93	99	100	110
Cc1cc(C)c(C(=O)c2ccccc2C(=O)O)c(C)c1	95	104	97	93	110	nt	nt	102	107
CC(C)N1C(=O)C=CC1=O	96	100	90	103	98	108	109	100	102
CC1OC(C)(Cc2ccccc2)OC1C (stereo unspecified)	80	108	90	107	101	116	122	109	114
O=C(Nc1cccc(F)c1)Nc1ccccc1B(F)F	81	90	84	85	114	nt	92	105	126
CC(=O)c1ccncc1	102	105	110	102	111	110	92	103	114

Single records (already shown).
Entry for CC(=O)c1ccncc1 = UO-31 = 102; SN12C = 105; PC-3 = 110; SF-539 = 102; SF-268 = 111; U251 = 110; SF-295 = 92; 786-0 = 103; DU-145 = 114
Entry for COc1ccc2cc(/C=C3\N=C(c4cc(OC)c(OC)c(OC)c4)OC3=O)c(OC)nc2c1 = UO-31 = 96; SN12C = 94; PC-3 = 94; SF-539 = 101; SF-268 = 98; U251 = 93; SF-295 = 99; 786-0 = 100; DU-145 = 110

No new results follow: five of the compounds above.
SMILES	UO-31	SN12C	PC-3	SF-539	SF-268	U251	SF-295	786-0	DU-145
Cc1cccc(C)c1NC=O	106	105	102	114	100	97	98	98	106
CC(c1ccccc1)N1C(=O)/C(=C/c2csc(C#N)n2)SC1=S (stereo unspecified)	65	93	91	93	101	94	103	91	88
CCCCCCCCCCCCCCNC(=O)C(C)O (stereo unspecified)	73	93	80	93	119	96	nt	98	117
Nc1n[nH]c2cccc(C#Cc3cccc(C(=O)Nc4cccc(C(F)(F)F)c4)c3)c12	37	67	72	39	56	73	82	91	75
COc1cc2nc(CCC(=O)Nc3cc(Cl)cc(Cl)c3)c(CC(=O)Nc3cc(Cl)cc(Cl)c3)cc2c(OC)c1OC	85	100	94	90	100	98	103	94	104

2 of these compounds in another layout:
Each structure is followed by: UO-31	SN12C	PC-3	SF-539	SF-268	U251	SF-295	786-0	DU-145
CC(C)N1C(=O)C=CC1=O
→ 96	100	90	103	98	108	109	100	102
CC1OC(C)(Cc2ccccc2)OC1C (stereo unspecified)
→ 80	108	90	107	101	116	122	109	114

Continuation:
SMILES	UO-31	SN12C	PC-3	SF-539	SF-268	U251	SF-295	786-0	DU-145
CCOc1ccc(C(O)C2=CC(=O)c3ccccc3C2=O)cc1OCC (stereo unspecified)	76	108	77	98	111	102	nt	121	116
CCN(CC)c1ccc2cc(C(=O)NCCOCCOCCOCCn3cc(CCC(=O)Nc4ccc(C(=O)c5ccc(NC(=O)OC(C)(C)C)cc5)cc4)nn3)c(=O)oc2c1	62	69	39	79	65	70	43	73	62
O=C(c1cc(-c2ccccn2)nc2ccccc12)N1CCCCC1	91	95	nt	98	103	102	104	101	111
NC1=NC2(CCCCC2)N=C(Nc2ccc(S(N)(=O)=O)cc2)N1	97	100	92	103	101	103	100	101	106
CC(C)(C)c1cc(O)c(O)c(C(C)(C)C)c1	27	60	39	41	53	36	nt	52	69
O=C(O)CCCN1C(=O)CSC1=S	88	95	95	102	94	108	106	102	107
O=c1c2ccccc2[nH]c2ccccc12	83	101	84	94	98	101	nt	92	110
CN(C)c1ccc2cc(S(=O)(=O)O)cc(O)c2c1	93	101	110	93	102	99	94	73	114
COc1cc(C(N)=O)cc(OC)c1OC	82	96	106	99	101	96	100	108	112
CCCCC(CC)COC(=O)/C=C/c1cccc2c1C(=O)NC(C)(c1cc3cc(OC)ccc3oc1=O)N2 (stereo unspecified)	44	54	20	87	76	63	66	66	86
CCCCOC(=O)c1ccco1	91	102	100	104	92	105	100	97	101
COc1cc(/C=c2\sc(=C(C#N)C#N)[nH]c2=O)cc(OC)c1OC	105	103	116	107	112	105	113	104	121
c1ccc2c3c([nH]c2c1)C(c1ccc2c(c1)OCO2)c1c([nH]c2ccccc12)C3c1ccc2c(c1)OCO2 (stereo unspecified)	80	94	98	100	92	99	96	100	109
C/C=C/C=C/C=C\CC/C=C/C(=O)NCC(C)(C)O	88	91	93	109	96	99	111	107	99
O=C(c1ccccc1)c1coc(-c2ccccc2)c1	74	93	101	104	97	97	111	89	101
CSC(NC(=O)c1ccccc1)=C(C#N)C#N	79	99	99	93	98	92	98	101	106
O=C(N/N=C/c1cccnc1)c1ccccc1Nc1cccc(C(F)(F)F)c1	76	159	89	97	77	92	65	84	91
COc1ccc(-c2cc(-c3ccc(Nc4ccnc5cc(Cl)ccc45)cc3)nc(N3CCCCC3)n2)cc1OC	94	99	90	114	95	99	102	102	107
O=C(NCCCCCCNC(=O)C1CCCN1C(=O)OCc1ccccc1)C1CCCN1C(=O)OCc1ccccc1 (stereo unspecified)	82	102	107	93	95	98	103	98	104
CCN(CC)c1ccc(/C=C2\Oc3ccc(O)c(-c4ccccc4)c3C2=O)cc1	94	82	74	100	104	91	99	98	96
O=C(N/N=C/c1ccccc1)C(O)(c1ccccc1)c1ccccc1	111	113	100	111	100	102	104	98	109
Brc1ccc(-c2cc(-c3cn(-c4ccccc4)nc3-c3ccc(OCc4ccccc4)cc3)on2)cc1	59	68	82	95	83	82	96	82	88
O=S(=O)(Nc1nnc(-c2ccncc2)s1)c1ccccc1	89	108	99	102	104	nt	nt	103	107
CN(CCC(=O)c1cccc2ccccc12)Cc1ccccc1	79	97	96	97	102	106	98	102	105
O=C(COc1ccc(/C=C2\Cc3ccccc3C2=O)cc1)c1ccc(Cl)cc1	-7.8*	99	92	101	120	94	121	102	117
OC(CCN1CCCCC1)(c1ccccc1)C1CCCCC1 (stereo unspecified)	80&79	98&100	91&94	106	97&110	93&101	101&99	100&104	101&120
O=C(Nc1nc(-c2ccc(Cl)cc2)cs1)c1cc(-c2ccc(Br)cc2)nc2ccc(Cl)cc12	35	36	40	2.4*	32	nt	91	43	56
CC(=O)c1c(C)[nH]c(-c2nc3ccc(N4CCN(C)CC4)cc3[nH]2)c1-c1ccc(N(C)C)cc1	7.2*	48	42	39	59	51	43	39	64
CC(=O)Nc1cscc1NC(C)=O	93	89	103	91	96	99	87	101	98
C=CCn1c(SCC(=O)Nc2ccc(C(=O)/C=C/c3ccc(OC)cc3)cc2)nnc1-c1ccc(Cl)cc1	68	98	80	96	84	104	100	81	98
CCCCC(=O)O[C@]1(C(=O)CO)CCC2C3CCC4=CC(=O)CC[C@]4(C)C3[C@@H](O)C[C@@]21C (stereo partly specified)	72	65	84	90	104	97	112	104	111
NC(N)=N/N=C(\N=Nc1ccccc1)c1ccc(Cl)cc1	4.0*	76	25	20	34	36	-6.0*	47	47
O=[N+]([O-])CC(c1ccccc1Cl)c1c[nH]c2ccccc12 (stereo unspecified)	75	86	91	90	83	80	77	91	98
COc1ccc(NC(=O)C(=O)NNC(=O)c2sc(NNC(C)=O)nc2C)c([N+](=O)[O-])c1	65	97	71	109	99	nt	109	107	108
O=C1NC(Cc2ccccc2)C(=O)N1Cc1ccccc1 (stereo unspecified)	81	98	96	106	101	103	110	106	104
CCOC(=O)[C@@H]1C2CCC(CC2)[C@@H]1C(=O)OCC	nt	100	96	98	100	106	124	nt	123
CCCCCCCCC(C)NCCO (stereo unspecified)	84	105	96	93	97	102	111	98	nt
COc1ccc(F)cc1NC(=O)OC(C)C	92	102	101	99	100	99	96	102	104
Nc1ccc(N2CCCCC2)cc1	88	101	97	97	98	100	114	107	109
Cc1ccc2oc(=O)cc(Cn3cnc4c(NCc5ccco5)ncnc43)c2c1	76	93	89	95	85	97	100	89	84
O=C/C=C\c1ccc2c(c1)OCO2	93	93	71	97	105	90	103	95	109
CC(C)(CO)C(O)C(=O)NCCC(=O)NCCSSCCNC(=O)CCNC(=O)C(O)C(C)(C)CO (stereo unspecified)	95	97	95	93	91	81	111	101	nt
COC(=O)CC1CSC(=S)N1c1ccc(F)c(F)c1 (stereo unspecified)	93	90	94	99	95	100	100	105	106
CC(=O)Nc1ccc(Br)c(NC(C)=O)n1	104	109	99	100	108	98	102	103	108
O=C(O)/C=C/C(=O)Nc1ccccc1	91&95	106&113	99&122	107&123	107&104	100	110&114	104&111	115&105
COc1cc(Cn2ccc3c2-c2oncc2CC3)cc(OC)c1	29	38	58	20	50	42	24	51	44
O=C(c1ccc2ccccc2c1)c1ccccc1Cc1cccc(C(F)(F)F)c1	74	92	89	104	102	97	98	96	121
CCCCS(=O)(=O)CCCC	83	105	115	105	104	102	nt	98	106
O=C(Nc1ccccc1O)c1ccccc1Nc1ccnc(C(F)(F)F)c1	66	87	94	89	113	102	107	104	104
CC(C)CCCC(C)C1CCC2C3CC=C4CC(OC(=O)CCl)CCC4(C)C3CCC12C (stereo unspecified)	89	105	91	99	105	99	112	111	122
O=C(NNC(=O)c1ccncc1)Nc1ccc(N=Nc2ccccc2)cc1	54	95	90	101	94	89	104	96	nt
COc1ccc2c(c1)c(-c1nc(-c3cn(C)c4ncccc34)cs1)cn2CCO	68	86	69	75	91	78	74	80	91
CC1CC2NN(C(N)=S)C(=N)C2(C#N)C1(C#N)C#N (stereo unspecified)	86	94	100	103	99	100	100	98	104
NC(=O)c1cccc(-n2ccc3cc(NC(=O)Nc4ccc(Cl)c(Cl)c4)ccc32)n1	96	87	73	64	83	67	69	66	84
O=C(O)c1ccccc1[I+]c1ccccc1	94	nt	90	93	95	98	97	100	105
COc1cc(/C=C2/SC(=O)N(c3nc(N4CCCC4)nc(N4CCCC4)n3)C2=O)cc(OC)c1OC	40	87	91	97	88	93	89	70	101
Cc1ccc(N)c(C(=O)Nc2cc(C)no2)c1	93	100	92	98	115	109	103	95	112
CCOC(=O)c1c(CNCC(C)O)nc2ccc(Cl)cc2c1-c1ccccc1 (stereo unspecified)	76	92	109	nt	98	97	93	76	101
CCOC(=O)N1CCN(S(=O)(=O)c2ncsc2-c2ccccc2)CC1	86	100	96	93	96	103	98	102	103
Cc1cc(C)n(C(=O)CSc2ncnc3c2c(-c2ccccc2)cn3-c2ccc(Cl)cc2)n1	70	96	81	97	93	97	83	89	107
Cc1cc(=O)oc2cc(OCC(O)CNN3C(=O)c4cccc5c(N6CCCCC6)ccc(c45)C3=O)ccc12 (stereo unspecified)	59	83	72	97	96	94	98	105	93
CC(=O)/C(=C/c1ccc(Br)cc1)C(=O)c1ccccc1	57	69	81	97	67	67	89	85	82
